hERG rescue – hERG (human) protection from proarrhythmic block. Q12809. CHO-hERG, FluxOR thallium flux, dofetilide IC70 present. activation (rescue from dofetilide block), less the hit threshold, % at 10 µM. 0.51% of 310,000 active. AID 1511;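 active = activation above the mean of controls blocked by dofetilide plus 5 SD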;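 note: thallium influx through hERG after potassium depolarization seen as dye fluorescence rise; in these data hits start at about 4.7%; inactives centre near -7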
SKKanGAS inh – inhibitors of SKKanGAS S. pyogenes growth in kanamycin (SK-promoter or general growth effect); BacTiter-Glo, 6 h; 1.3% of 300,000 active; inhibition, % at 7.5 µM; AID 1662;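 active = mean replicate score, as percent of positive control median, at least 50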;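 note: strain carries kanamycin resistance gene driven by streptokinase promoter and grows in 40 µg/ml kanamycin; loss of luminescence reflects streptokinase promoter inhibition or plain growth inhibition; 0% = median of DMSO wells and 100% = positive control at its reference dose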
HDAC3 inh – blocks human histone deacetylase 3 | O15379 | recombinant HDAC3, fluorogenic peptide/trypsin coupled, fluorescence | inhibition, % at 8.3 µM | 0.15% of 320,000 active | AID 2718; in the data active = inhibition above about 26%, passing the limit was not always enough
RGS4 pot – RGS4 potentiation or activation; AID 463111; HEK293 M3R/inducible RGS4, carbachol calcium flux Fluo4; stronger effect = lower value; 0.92% of 310,000 active; B-score at 10 µM;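 active = B-score of the integrated calcium signal more than 4 SD below the library mean, with starting fluorescence not abnormally high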;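 note: negative B-score means reduced calcium response which marks RGS4 activation or potentiation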
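Reagent: ECmax carbachol challenge; Test system: M3R-expressing HEK293 line, RGS4 induced by doxycycline; Schedule: overnight RGS4 induction, 30 min dye load 37 °C, 20 min compound RT; Detection: calcium dye Fluo4 fluorescence; Read-out: Agonist-evoked peak-minus-minimum fluorescence over baseline, integrated ratio, B score.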
KCNK3 inh – human KCNK3 channel inhibition, primary screen; O14649; CHO-KCNK3 thallium flux, FluxOR fluorescence; stronger effect = lower value; B-score at 10 µM; 0.84% of 340,000 active; AID 602410;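 active = B-score under library mean minus 4 SD, starting fluorescence ratio at most library mean plus 5 SD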;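 note: more negative B-score means stronger inhibition of thallium flux through KCNK3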
Target sequence (O14649 whole entry, looked up): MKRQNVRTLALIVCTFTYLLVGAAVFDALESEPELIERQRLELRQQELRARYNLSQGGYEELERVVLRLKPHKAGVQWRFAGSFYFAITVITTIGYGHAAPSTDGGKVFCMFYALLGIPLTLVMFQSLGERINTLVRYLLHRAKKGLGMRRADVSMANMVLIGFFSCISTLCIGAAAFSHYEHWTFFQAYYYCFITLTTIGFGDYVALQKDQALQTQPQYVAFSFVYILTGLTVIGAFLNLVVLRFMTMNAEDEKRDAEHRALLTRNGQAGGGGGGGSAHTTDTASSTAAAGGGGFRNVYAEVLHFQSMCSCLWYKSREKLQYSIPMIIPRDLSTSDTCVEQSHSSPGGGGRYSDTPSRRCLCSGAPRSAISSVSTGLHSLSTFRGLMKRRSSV
RGS4 inh – human RGS4 inhibition | HEK293 M3R/RGS4 inducible, Fluo-4 calcium flux; stronger effect = higher value; triggered by carbachol at its EC20 | 0.45% of 310,000 active | B-score at 10 µM | P49798;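 active = B-score, a plate-corrected calcium signal, over three deviations above library mean, with baseline fluorescence within five deviations of library mean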;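 note: RGS4 expression induced by doxycycline in cells with stable M3 receptor; B-score is computed from the integrated fluorescence ratio over baseline after carbachol; higher B-score means a larger calcium signal and so more RGS4 inhibition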
Target sequence (P49798 whole entry, looked up): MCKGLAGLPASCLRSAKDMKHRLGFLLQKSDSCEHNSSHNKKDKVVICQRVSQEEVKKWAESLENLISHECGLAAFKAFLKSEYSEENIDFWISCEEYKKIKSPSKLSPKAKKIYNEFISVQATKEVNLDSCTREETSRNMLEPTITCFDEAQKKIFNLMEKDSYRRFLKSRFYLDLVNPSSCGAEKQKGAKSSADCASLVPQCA
KCNQ1 act – potentiators or activators of human KCNQ1 potassium channel; P51787; CHO-K1 KCNQ1, thallium flux FluxOR fluorescence; stronger effect = higher value; B-score at 10 µM; 0.35% of 310,000 active; AID 2648;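 active = fluorescence ratio B-score, a plate-corrected score, at least three library SD, with initial intensity B-score within 5 SD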
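Medium – assay buffer, equal DMSO in all wells · Material – CHO-K1 cell line with stable KCNQ1 potassium channel expression · Signal – kinetic FluxOR thallium fluorescence, 10-s 1-Hz baseline, 110-s post-stimulus read · Compound – single concentration per compound, DMSO matched to controls · Schedule – 37 °C overnight plating, 90-min dark dye load, 20-min compound pretreatment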
KCNK9 block – inhibitors of human KCNK9 two-pore domain potassium channel. Q9NPC2. HEK293 KCNK9, FluxOR thallium flux fluorescence; stronger effect = lower value. B-score at 10 µM. 1.2% of 310,000 active. AID 488922;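 active = ratio B-score over 3 SD below the library mean, with starting fluorescence within 5 SD of its mean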;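 note: negative B-score means less thallium flux so channel inhibition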
Target sequence (Q9NPC2 whole entry, looked up, the tested form may be a part): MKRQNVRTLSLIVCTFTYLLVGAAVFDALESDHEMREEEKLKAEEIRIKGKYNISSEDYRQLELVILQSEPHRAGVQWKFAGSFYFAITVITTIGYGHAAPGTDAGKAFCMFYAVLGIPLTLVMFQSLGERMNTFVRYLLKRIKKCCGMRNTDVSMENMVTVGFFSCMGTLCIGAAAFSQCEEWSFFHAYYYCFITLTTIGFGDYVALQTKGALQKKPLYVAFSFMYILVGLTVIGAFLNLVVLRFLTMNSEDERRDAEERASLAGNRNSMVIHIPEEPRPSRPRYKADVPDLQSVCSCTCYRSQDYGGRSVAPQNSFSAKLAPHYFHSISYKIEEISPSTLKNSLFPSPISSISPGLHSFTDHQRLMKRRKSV
ANO1 activ – activates or potentiates the mouse TMEM16A chloride channel; Q8BHY3; HEK293 TMEM16A/YFP-H148Q/I152L, iodide quench fluorescence; stronger effect = lower value; B-score at 10 µM; 0.3% of 340,000 active; AID 623877;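 active = fluorescence-ratio B-score plate-corrected deviation score at least 3 library SD below zero, with starting fluorescence score within 5 deviations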;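 note: channel opened by trigger with iodide after compound preincubation; score built on the fluorescence ratio of max minus min over baseline; more negative score means more quench and so TMEM16A activation or potentiation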
TMEM16A inh – mouse TMEM16A channel inhibition, primary screen. normalized B-score (activity score, 25-100; higher = stronger inhibition) at 10 µM. 1.2% of 310,000 active. Q8BHY3. HEK293 TMEM16A/YFP iodide influx fluorescence, ionomycin;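 active = ratio plate-corrected score three or more library SD toward inhibition, starting fluorescence score within five deviations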;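 note: score derived from kinetic fluorescence span divided by baseline fluorescence per well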
KCNQ1 inh – blocks the human KCNQ1 potassium channel; P51787; CHO-K1 KCNQ1, FluxOR thallium flux fluorescence; stronger effect = higher value; B-score at 10 µM; 1.3% of 310,000 active;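 active = compounds whose thallium flux B-score, printed positive for inhibition, exceeds three library SD while starting fluorescence stays within three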;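 note: channel opened by potassium depolarization with thallium stimulus after 20 min compound exposure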
Numbers without * were called inactive; i = inactive; . = no result given.

1. COc1cc(/C=C(\NC(C)=O)C(=O)NC(C)(C)CC(C)(C)C)ccc1OC(C)=O
2. c1ccc(OCc2nn3c(Cn4cnc5ccccc54)nnc3s2)cc1
3. COc1ccc(C(c2nnnn2Cc2ccccc2)N2CCN(C(=O)c3ccco3)CC2)cc1 (configuration not stated)
4. CCC1(C)Cc2c(sc3nnn(CC(=O)Nc4ccc(C)cc4)c(=O)c23)CO1 (configuration not stated)
5. Cc1cccc(NS(=O)(=O)c2nnc(NC(=O)c3cccc(C)c3)s2)c1
6. O=C1CCCN2N=C(SCC(=O)Nc3ccc(F)cc3F)SC2=N1
7. O=C(CN1C(=O)NC2(CCCCC2)C1=O)N1CCN(S(=O)(=O)c2ccccc2)CC1
8. Cc1nnc(SCC(=O)Nc2ccccc2)c2ccccc12
Screen / compound no.	1	2	3	4	5	6	7	8
RGS4 pot	i	i	i	i	i	i	i	i
SKKanGAS inh	3.5	-5.5	-6.9	6.3	18.4	-1.7	-0.6	-1.0
TMEM16A inh	i	i	i	i	i	i	i	i
KCNK3 inh	i	i	i	i	i	i	i	i
RGS4 inh	i	i	i	i	i	i	i	i
KCNQ1 act	i	i	i	i	i	i	i	i
hERG rescue	-4.6	-2.6	-12.9	-6.0	-11.9	-6.1	-4.7	-6.3
HDAC3 inh	5.3	1.9	4.1	-2.6	7.5	-2.7	-3.1	-1.9
KCNQ1 inh	i	i	i	i	i	i	i	i
ANO1 activ	i	i	i	i	i	i	i	i
KCNK9 block	i	i	i	i	i	i	i	i

9. CCCCOC(=O)c1ccc(NC(=S)N2CCN(c3ncc4c(=O)c(C(=O)O)cn(CC)c4n3)CC2)cc1
10. CCOC(=O)c1c(C)[nH]c(C)c1C(=O)CSc1nnc(-c2ccco2)n1Cc1ccccc1
11. Cc1cc(=O)oc2cc(NC(=O)c3cccc(F)c3)ccc12
12. Nc1n[nH]c2c1C1(CCCCC1)Cc1ccccc1-2
13. COc1ccc(CNC(=O)C2CCCN2S(=O)(=O)c2ccc(S(=O)(=O)N(C)C)cc2)cc1 (configuration not stated)
14. COc1ccccc1CCC(=O)Nc1cc(S(=O)(=O)N2CCOCC2)ccc1N1CCCC1
15. COc1cccc(-c2nc3ccccc3s2)c1
16. CCOC(=O)C1=C(COC(=O)COc2ccccc2C#N)NC(=O)NC1C (configuration not stated)
Screen / compound no.	9	10	11	12	13	14	15	16
RGS4 pot	i	i	i	i	i	i	i	i
SKKanGAS inh	91.6*	-3.2	-3.2	21.9	-5.3	-9.5	9.8	-1.0
TMEM16A inh	i	i	i	i	i	i	i	i
KCNK3 inh	i	i	i	i	i	i	i	i
RGS4 inh	i	i	i	i	i	i	i	i
KCNQ1 act	i	i	i	i	i	i	i	i
hERG rescue	-9.0	-12.5	1.7	-4.8	-12.2	-14.9	-5.8	-12.0
HDAC3 inh	2.7	11.2	5.2	0.0	.	-5.7	8.5	2.8
KCNQ1 inh	i	i	i	i	i	i	i	i
ANO1 activ	i	i	i	i	i	i	i	i
KCNK9 block	i	i	i	i	i	i	i	i

17. O=C(NCCc1c[nH]c2ccccc12)/C(=C/c1cccnc1)NC(=O)c1cccs1
18. O=C(CSc1ccc2nnc(CCNC(=O)c3ccccc3)n2n1)NC1CCCC1
19. O=C(NCc1n[nH]c(=S)n1-c1ccc(Br)cc1)c1ccc(S(=O)(=O)N2CCCCC2)cc1
20. Cc1c(C)n(C(=O)CSc2ncn[nH]2)c2ccccc12
21. CCN(C(=O)COc1cc(=O)n(CC)c2ccccc12)c1cccc(Cl)c1
22. COc1cc(NC(=O)CCC(=O)O)nc(OC)n1
23. COC(=O)c1cccc(NC(=O)COC(=O)CSc2nc(C)cc(C)n2)c1
24. Cc1ccc(S(=O)(=O)N2CCN(CC(=O)N/N=C\C(Cl)=C\c3ccccc3)CC2)cc1
Screen / compound no.	17	18	19	20	21	22	23	24
RGS4 pot	i	i	i	i	i	i	i	i
SKKanGAS inh	.	0.2	2.9	-5.5	-4.4	-9.3	5.8	2.7
TMEM16A inh	i	i	i	i	i	i	i	i
KCNK3 inh	i	i	i	i	i	i	i	i
RGS4 inh	i	i	i	i	i	i	i	i
KCNQ1 act	i	i	i	i	i	i	i	i
hERG rescue	-11.9	-7.6	-11.3	-5.4	-8.1	-4.9	-10.7	-4.1
HDAC3 inh	-2.5	12.3	-3.7	4.9	-3.4	-0.5	4.1	2.2
KCNQ1 inh	i	i	i	i	i	i	i	i
ANO1 activ	i	i	i	i	i	i	i	i
KCNK9 block	i	i	i	i	i	i	i	i

25. CCOC(=O)Cn1c(S(=O)(=O)Cc2ccc(F)cc2)nc(-c2ccccc2)c1-c1ccccc1
26. O=C(NC(=S)N1CCN(c2ccc([N+](=O)[O-])cc2)CC1)c1ccccc1Cl
27. COC(=O)c1ccc(CN2CCC(n3nccc3NC(=O)C3CCCC3)CC2)cc1
28. COCC(C)n1c(=O)sc2ccccc2c1=O (configuration not stated)
29. O=C(c1cc2ccccc2oc1=O)N1CCOCC1
30. C=CCOc1ccc(C(=O)Nc2ccccc2C(=O)N2CCCC2)cc1
31. O=C(NCCCl)Nc1cccnc1Cl
32. CS(=O)(=O)N1CCC(C(=O)Nc2ccc(F)cc2F)CC1
Screen / compound no.	25	26	27	28	29	30	31	32
RGS4 pot	i	i	i	i	i	i	i	i
SKKanGAS inh	4.0	22.7	2.5	-9.6	-2.7	-8.0	-3.5	3.1
TMEM16A inh	i	i	i	i	i	.	i	i
KCNK3 inh	i	i	i	i	i	i	i	i
RGS4 inh	i	i	i	i	i	i	i	i
KCNQ1 act	i	i	i	i	i	i	i	i
hERG rescue	-7.1	-11.5	-9.2	-1.6	-10.7	-3.3	-1.4	-9.3
HDAC3 inh	-2.9	4.8	-0.4	-0.1	1.9	.	-5.3	-7.2
KCNQ1 inh	i	i	i	i	i	i	i	i
ANO1 activ	i	i	i	i	i	i	i	i
KCNK9 block	-9.07*	i	i	i	i	i	i	i

An excerpt of these results, with two lines to a compound.
Fields – RGS4 pot	SKKanGAS inh	TMEM16A inh	KCNK3 inh	RGS4 inh	KCNQ1 act	hERG rescue	HDAC3 inh	KCNQ1 inh	ANO1 activ	KCNK9 block
28	COCC(C)n1c(=O)sc2ccccc2c1=O (configuration not stated)
 : i	-9.6	i	i	i	i	-1.6	-0.1	i	i	i
29	O=C(c1cc2ccccc2oc1=O)N1CCOCC1
 : i	-2.7	i	i	i	i	-10.7	1.9	i	i	i

The listing picks up; the four compounds before the break are reprinted first.
29. O=C(c1cc2ccccc2oc1=O)N1CCOCC1
30. C=CCOc1ccc(C(=O)Nc2ccccc2C(=O)N2CCCC2)cc1
31. O=C(NCCCl)Nc1cccnc1Cl
32. CS(=O)(=O)N1CCC(C(=O)Nc2ccc(F)cc2F)CC1
33. Cc1cccc(NCN2C(=O)c3ccncc3C2=O)n1
34. COc1ccc(CCN(C)C(=O)C2CCN(Cc3ccccc3)CC2)cc1OC
35. O=C(NCc1ccccc1)C1=C[C@@H](c2ccccc2)C[C@@H](OCCCCO)O1
36. Cc1cc(C(=O)NCCC(c2ccccc2)c2ccccc2)c(C)o1
37. Cc1ccc(NC(=O)N2CCCC2C(=O)Nc2nnc(C(C)C)s2)cc1 (configuration not stated)
38. CC(=O)NC(Cc1ccccc1)c1ccc2c(c1)OCCCO2 (configuration not stated)
39. CN(C)C(=O)c1cc(C(=O)c2ccc(Cl)cc2Cl)c[nH]1
40. CN1CCN(c2ccc(CNC(=O)c3ccc4c(c3)OCCO4)cc2)CC1
Screen / compound no.	29	30	31	32	33	34	35	36	37	38	39	40
RGS4 pot	i	i	i	i	i	i	i	i	i	i	i	i
SKKanGAS inh	-2.7	-8.0	-3.5	3.1	2.7	1.1	7.5	43.8	15.8	0.4	-2.6	5.8
TMEM16A inh	i	.	i	i	i	i	i	i	i	i	i	i
KCNK3 inh	i	i	i	i	i	i	i	i	i	i	i	i
RGS4 inh	i	i	i	i	i	i	i	i	i	i	i	i
KCNQ1 act	i	i	i	i	i	i	i	i	i	i	i	i
hERG rescue	-10.7	-3.3	-1.4	-9.3	-6.0	0.3	-9.5	-8.9	-4.5	0.6	3.7	-5.7
HDAC3 inh	1.9	.	-5.3	-7.2	-2.8	-5.7	-5.7	1.8	-7.3	1.9	-1.7	-12.0
KCNQ1 inh	i	i	i	i	i	i	i	i	i	i	i	i
ANO1 activ	i	i	i	i	i	i	i	i	i	i	i	i
KCNK9 block	i	i	i	i	i	i	i	i	i	i	i	i

41. CCOC(=O)CN(C(=O)CSc1nnc(C)n1-c1ccccc1)c1ccccc1
42. O=C(NC(=S)NCCN1CCOCC1)c1ccccc1Cl
43. O=C(c1cccs1)N1CCN(S(=O)(=O)c2cccs2)CC1
44. CCOC(=O)c1c(Nc2ccccc2)sc(/C=C2\C=Nc3ccccc32)c1O
45. Clc1cccc(-c2ccc(C=Nc3ccc(N4CCOCC4)cc3)o2)c1Cl
46. Cc1cc(Br)ccc1NC(=O)c1ccc(-n2cncn2)c([N+](=O)[O-])c1
47. CCN(CC(=O)NCCCN1CCOCC1)S(=O)(=O)c1cc(Cl)ccc1Cl
48. C/C(CC(=O)NCc1ccco1)=N\NC(=O)CC#N
49. O=C(NNc1ccc(Cl)cc1)c1cccs1
50. c1ccc(CCN=C2CCCc3c2[nH]c2ccccc32)cc1
Screen / compound no.	41	42	43	44	45	46	47	48	49	50
RGS4 pot	i	i	i	i	i	i	i	i	i	i
SKKanGAS inh	-1.9	5.3	-17.0	-2.4	11.2	-4.3	-3.7	-2.8	-3.5	5.1
TMEM16A inh	i	i	i	i	.	i	i	i	i	i
KCNK3 inh	i	i	i	i	i	i	i	i	i	i
RGS4 inh	i	i	i	i	i	i	i	i	i	i
KCNQ1 act	i	i	i	i	i	i	i	i	i	i
hERG rescue	-2.2	-8.1	-7.2	-3.3	-1.8	-9.6	3.2	-6.3	-10.4	-33.6
HDAC3 inh	0.7	3.4	-4.4	-0.3	.	-1.5	-4.9	-10.6	.	-1.8
KCNQ1 inh	i	i	i	i	i	i	i	i	i	i
ANO1 activ	i	i	i	i	i	i	i	i	i	i
KCNK9 block	i	i	i	i	i	i	i	i	i	i
